Source: PubChem BioAssay (Johns Hopkins Ion Channel Center)
CHT block: human CHT choline transport inhibition; Q9GZV3; CHT-expressing cells, membrane potential dye, choline response; stronger effect = lower value; B-score at 10 µM; actives 0.86% (n = 310,000);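 active = B-score over 3 SD under the library average, and starting fluorescence ratio not unusually high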;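 also: choline stimulus applied at its EC90 after an EC20 pre-addition; B-score computed on integrated fluorescence ratio after choline addition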
Target sequence (Q9GZV3 whole entry, looked up): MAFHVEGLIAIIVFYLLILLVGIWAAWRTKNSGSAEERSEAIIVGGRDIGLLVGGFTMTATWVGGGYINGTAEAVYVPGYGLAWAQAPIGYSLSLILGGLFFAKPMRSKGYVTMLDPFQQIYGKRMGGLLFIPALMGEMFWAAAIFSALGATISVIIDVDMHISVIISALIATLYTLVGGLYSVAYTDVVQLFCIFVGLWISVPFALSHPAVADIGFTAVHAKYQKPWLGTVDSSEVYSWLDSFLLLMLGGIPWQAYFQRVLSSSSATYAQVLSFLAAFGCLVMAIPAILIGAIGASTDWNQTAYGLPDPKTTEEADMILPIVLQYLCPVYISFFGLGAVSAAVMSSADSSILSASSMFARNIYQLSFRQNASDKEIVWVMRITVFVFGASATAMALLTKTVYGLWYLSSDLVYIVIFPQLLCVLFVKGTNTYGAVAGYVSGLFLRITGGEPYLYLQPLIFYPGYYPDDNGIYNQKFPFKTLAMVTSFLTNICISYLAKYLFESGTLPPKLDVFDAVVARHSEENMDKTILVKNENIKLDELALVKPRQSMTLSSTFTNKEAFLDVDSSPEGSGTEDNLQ
CHT PAM: allosterically activates the human high affinity choline transporter; Q9GZV3; CHT-expressing cells, membrane potential dye, choline EC20; stronger effect = higher value; LV-AA mutant CHT in HEK293 cells; B-score at 10 µM; actives 0.49% (n = 310,000);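 active = initial fluorescence not abnormally high and integrated response B-score, plate-corrected, over 3 SD above library mean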
An asterisk follows results filed as active; i = inactive.

Every second line gives: CHT block	CHT PAM
O=C(NC1CC1)C1CCN(C2CCN(Cc3ccccc3C(F)(F)F)CC2)CC1
 : i	i
Cn1cccc1/C=N/NC(=O)c1ccn[nH]1
 : i	i
O=C(O)CCC(=O)N1CCN(S(=O)(=O)c2ccc3ccccc3c2)CC1
 : i	i
COc1ccc(NC(=O)CCSc2nnnn2C)cc1
 : i	i
CC(Oc1ccc(Cl)cc1)C(=O)NCCN1C(=O)S/C(=C\c2cccnc2)C1=O (stereo unspecified)
 : i	i
O=c1c2c3c(sc2ncn1-n1cccc1)CCCCC3
 : i	i
Cc1nnc(NC2=NCCCCC2)o1
 : i	i
CC(=O)Nc1ccc(NC(=O)C2CCN(c3c(Cc4ccccc4)c(C)nc4ncnn34)CC2)cc1
 : i	i
O=C(CSc1nc2ncc(Cl)cc2[nH]1)Nc1cccc(F)c1
 : i	i
NC(=O)C1=C[C@H](c2coc3ccccc3c2=O)C[C@H](OCc2ccc(CO)cc2)O1
 : i	i
COC(=O)c1sc2nc(N)c(C#N)cc2c1N
 : i	i
CCS(=O)(=O)n1nc(-c2ccc(OC)cc2)nc1N
 : i	i
Cc1ccc(-c2n[nH]c(=S)n2Cc2ccccc2)cc1
 : i	i
O=c1cc(-c2ccccc2Cl)oc2c(NS(=O)(=O)c3ccccc3OC(F)(F)F)ccc(O)c12
 : i	i
CN(C)c1ccc(/C=C/C(=O)c2ccc(O)cc2)cc1[N+](=O)[O-]
 : i	i
Cc1nnc(SCC(=O)N2c3ccccc3C(C)(c3ccccc3)CC2(C)C)s1 (stereo unspecified)
 : i	i
CC(=O)N1c2ccccc2C(CBr)=CC1(C)C
 : i	i
CCOC(=O)/C(C#N)=C/c1ccc(OCC(=O)Nc2ccc(C)c(C)c2)c(OC)c1
 : i	i
CCOC(=O)NC(=O)/C(N=Nc1cc(C)cc(C)c1)=C(\C)O
 : i	i
CCOC(=O)c1c(C)nc2c(c1-c1cc(OC)ccc1OC)C(=O)CC(C)(C)C2
 : i	i
CC(C)OC(=O)c1c(NC(=O)c2ccco2)sc2c1CCCCC2
 : i	i
Cc1ccc2nc(NC(=O)CSc3nc(=O)n(CCCN(C)C)c4c3CCC4)sc2c1
 : i	i
O=C1Nc2ccccc2C1Cc1ccccc1 (stereo unspecified)
 : i	i
CC1(C)CC(=O)C2=C(C1)NCN(CCCN1CCOCC1)C2
 : i	i
CCOc1ccc(Nc2cc(=O)[nH]c(=O)[nH]2)cc1
 : i	i
C/C=C/C(=O)Nc1cccc(C2=NOC3(C2)C[C@@H](C(N)=O)N(C(=O)c2cc([N+](=O)[O-])cc([N+](=O)[O-])c2C)C3)c1 (stereo partly specified)
 : i	i
COc1ccc(/C=C2/SC(=S)N(NS(=O)(=O)c3ccccc3)C2=O)cc1
 : -4.9*	i
Cc1cc(C)cc(NC(=O)c2cc(C)nc3ccccc23)c1
 : i	i
COc1ccc(/C(C)=N/Nc2nncc3ccccc23)cc1
 : i	i
Cc1ccc(C(=O)C(C)OC(=O)Cn2c(C)csc2=O)cc1 (stereo unspecified)
 : i	i

Overlap with the part before: two entries, followed by the next part.
Every second line gives: CHT block	CHT PAM
COc1ccc(/C(C)=N/Nc2nncc3ccccc23)cc1
 : i	i
Cc1ccc(C(=O)C(C)OC(=O)Cn2c(C)csc2=O)cc1 (stereo unspecified)
 : i	i
CC(C)c1cc(C(=O)N/N=C/c2cccnc2)n[nH]1
 : i	i
O=C(COc1ccc(Cl)c(Cl)c1)NN1C(=O)C2C(C1=O)C1C=CC2C12CC2 (stereo unspecified)
 : i	i
CCOC(=O)N1CCN(c2ccc(Cl)cc2)CC1
 : i	i
CCc1ccc(NS(=O)(=O)c2c(C)noc2C)cc1
 : i	i
Cc1nc(SCc2ccccc2C#N)n[nH]1
 : i	i
COc1cc(CN2CCN(Cc3ccc(C)cc3)C(CCO)C2)ccc1O (stereo unspecified)
 : i	i
C=CCn1c(=O)c(C(=O)OCC)c(O)c2ccccc21
 : i	i
COc1ccc(C(=O)Nc2cc(C)on2)cc1OC
 : i	i
O=C(CSc1ccccc1C(=O)O)NC1CCCCCC1
 : i	i
O=c1c2c(nc3nc(NCc4cccc(Cl)c4)[nH]n13)CCC2
 : i	i
CN(Cc1ccccc1)C(=O)CN(C1CCCCC1)S(C)(=O)=O
 : i	i
O=C1CCCC(O)=C1N=Nc1ccc(C(=O)O)cc1
 : i	i
NNc1ccc(Cl)c(C(=O)O)c1
 : i	i
COc1ccc(CCNS(=O)(=O)c2ccccc2)cc1OC
 : i	i
COc1ccccc1C(=O)NCC(=O)NNc1ncnc(N)c1[N+](=O)[O-]
 : i	i

The final 5 entries of the section above open the next one:
Every second line gives: CHT block	CHT PAM
CN(Cc1ccccc1)C(=O)CN(C1CCCCC1)S(C)(=O)=O
 : i	i
O=C1CCCC(O)=C1N=Nc1ccc(C(=O)O)cc1
 : i	i
NNc1ccc(Cl)c(C(=O)O)c1
 : i	i
COc1ccc(CCNS(=O)(=O)c2ccccc2)cc1OC
 : i	i
COc1ccccc1C(=O)NCC(=O)NNc1ncnc(N)c1[N+](=O)[O-]
 : i	i
C[N+](C)(C)CCN1C(=O)CSC1=O
 : i	i
CN1CCN(C(=O)C2CC(c3c(F)cccc3Cl)=NO2)CC1 (stereo unspecified)
 : i	i
O=S(=O)(NC(=S)NC1CCCCC1)c1cccs1
 : i	i
COc1ccccc1NC(=O)Nc1nc(CC(=O)Nc2cccc(F)c2)cs1
 : i	i
N#C/C(=C\c1ccc(OCc2cccc(C(=O)O)c2)cc1)C(=O)NCc1ccco1
 : i	i
CCOC(=O)C(C)Sc1ccc2nnc(CCNS(=O)(=O)c3ccc(C)cc3)n2n1 (stereo unspecified)
 : i	i
Cc1ccc2nc(NC(=S)NC(=O)c3cccs3)sc2c1
 : i	i
Cc1cc(-c2ccccc2)n2nc(C)c(-c3ccccc3)c2n1
 : i	i
Cc1ccc(C)c(Oc2cc(F)nc(N)n2)c1
 : i	i
NCCCS(=O)(=O)O
 : i	i
N#Cc1ccc(S(=O)(=O)NCC(=O)OCC(=O)N2CCCC2=O)cc1
 : i	i
CCOc1ccc(C(=O)N(Cc2ccccc2)c2cccc(C)c2)cc1OC
 : i	i
CN(C)C(=O)C[n+]1ccc(C(N)=O)cc1
 : i	i
CCOC(=O)Cc1csc(NC(=O)CSc2nnc(-c3ccncc3)n2Cc2ccco2)n1
 : i	i
O=C1CC(NC2CCN(C(=O)c3cccc(F)c3)CC2)C(=O)N1 (stereo unspecified)
 : i	i
Cc1cccc(C)c1NC(=O)CN(C)C(=O)CC1OC(=O)c2ccccc21 (stereo unspecified)
 : i	i
CC(=O)c1sc(Nc2ccccn2)nc1C
 : i	i
C=CCc1c(C)nc(SCC(N)=O)[nH]c1=O
 : i	i
CC(NC(=O)c1cccc(Cl)c1)C1CC2CCC1C2 (stereo unspecified)
 : i	i
O=C(CSc1nnc(-c2ccco2)n1Cc1ccccc1)NC(=O)NCc1ccco1
 : i	i
Cc1cccc(NC(=S)Nc2ccc(Oc3ccccc3)cc2)n1
 : i	i
O=C(CSc1nc2ccccc2c(=O)n1-c1ccc(F)cc1F)Nc1ccc2c(c1)CCC2
 : i	i
N#Cc1ccccc1CSCCNC(=O)Cc1c(F)cccc1Cl
 : i	i
Cc1ccc(O)c(C(=O)/C=C/c2ccc3c(c2)OCCCO3)c1
 : i	i
COc1cc(C)c(Cl)cc1S(=O)(=O)NCc1ccco1
 : i	i
Cn1nccc1C(=O)N1CCCC(C(=O)c2ccc(Oc3ccccc3)cc2)C1 (stereo unspecified)
 : i	i
Cc1ccc(-c2cc(C(=O)N/N=C/c3ccco3)[nH]n2)cc1
 : i	i
CN1C2C=C(N(CCc3c[nH]c4ccccc34)C(=O)c3ccc(Cl)cc3)CC1CC2 (stereo unspecified)
 : i	i
CC(=O)c1ccc(NC(=O)N2CCc3ccccc3C2)cc1
 : i	i
CC(C)(Oc1ccc(Cl)cc1)C(=O)NCCN1C(=O)S/C(=C/c2cccnc2)C1=O
 : i	i
COc1cc(NC(=O)c2cc(OC)c(OC)c(OC)c2)c(OC)cc1NC(=O)CN1CCCCC1
 : i	i
CCOC(=O)c1cc2c3ccccc3n(CC)c2nc1N
 : i	i
CCC(=O)Oc1ccc2c(c1)O/C(=C\c1ccco1)C2=O
 : i	i
O=C(O)c1cc2cc(OCc3ccccc3)ccc2[nH]1
 : i	i
COc1ccc(OCC(=O)Nc2ccc3c(c2)OCO3)cc1
 : i	i
O=C(NCCc1ccccc1)c1ccc2nc3cc(Cl)ccc3c(=O)n2c1
 : i	i
COc1ccc(S(=O)(=O)NC2CC(=O)N(c3ccc(C)c(C)c3)C2)cc1C (stereo unspecified)
 : i	i
COc1ccccc1CCNC(=O)c1cccc(S(=O)(=O)NCc2ccccc2)c1
 : i	i
O=C1CC(NCCN2CCOCC2)C(=O)N1Cc1ccc(N2CCCC2=O)cc1 (stereo unspecified)
 : i	i
O=C(COC(=O)CCS(=O)(=O)c1ccccc1)Nc1cc(S(=O)(=O)N2CCCCC2)ccc1Cl
 : i	i
Cc1ccc(OCCCCN2CCc3ccccc3C2)cc1
 : i	i
CN(CC(=O)O)S(=O)(=O)/C=C/c1ccccc1
 : i	i
O=C(N/N=C/c1c(Cl)nc2ccccn2c1=O)c1cccnc1
 : i	i
CCOCCCNc1ccc(N2C(=O)CCCC2=O)cc1[N+](=O)[O-]
 : i	i
O=C1CCc2ccc(OCCCCN3CCN(c4cccc(Cl)c4Cl)CC3)cc2N1
 : i	i
COc1ccc(OC)c(N(CC(=O)Nc2ccccc2C(=O)NCc2ccco2)S(C)(=O)=O)c1
 : i	i
CCC(C)Sc1nc2c(c(=O)[nH]c(=O)n2C)n1Cc1ccccc1Cl (stereo unspecified)
 : i	i
O=C(CSc1ccc2nnc(-c3ccccn3)n2n1)N1CCN(c2ccccc2)CC1
 : i	i
COc1ccc(C(=O)C2CCCN(C(=O)c3ccnn3C)C2)cc1OC (stereo unspecified)
 : i	i
CCN(CC)S(=O)(=O)c1ccc2c(c1)c(=O)c(C(=O)NCCN(C)CCc1ccccc1)cn2C
 : i	i
O=c1[nH]nc(CNc2ccc(C(F)(F)F)cc2)c2ccccc12
 : i	i
Cc1noc(C)c1COc1ccc(CC(=O)NC2CCCCCC2)cc1
 : i	i
COc1ccc(/C=C/c2nc(N)nc(-c3ccccc3O)n2)cc1
 : i	i
Cn1c(=O)c2c(nc(NN=C3CCCCC3)n2C)n(C)c1=O
 : i	i
CCCC(=O)Nc1cccc(-c2nc3ccccc3c(=O)o2)c1
 : i	i
COc1ccc(CCNc2nc(N3CCOCC3)nc(N3CCOCC3)n2)cc1OC
 : i	i
CC(C)(C)c1ccc2c(c1)N(CC(=O)O)C(=O)CO2
 : i	i
COc1cc2ccccc2cc1C(=O)N1CCCCC1
 : i	i
Cc1cc(Cl)c(OCCOCCN2CCC(C)CC2)c(Br)c1
 : i	i
Cc1cc(C)n2nc(C(=O)NCc3ccco3)nc2n1
 : i	i

The list goes on.
Every second line gives: CHT block	CHT PAM
COc1ccccc1N/N=C1\COC(C)(C)CC1=O
 : i	i
COc1ccc(-n2nc(C(=O)NCCCN3CCCC3=O)c3c4ccccc4n(C)c3c2=O)cc1Cl
 : i	i
CC(C)N(C(=O)COC(=O)c1cc(Cl)cc(Cl)c1N)C(C)C
 : i	i
CCOC(=O)c1oc2ccc3c(c2c1C)C(=O)CC1(CCN(C(=O)OCC)CC1)O3
 : i	i
COc1ccc(OC)c(C2C(C(=O)Nc3ccccc3OC)=C(C)Nc3nc(CCCO)nn32)c1 (stereo unspecified)
 : i	i
CCCn1c(SCC(=O)Nc2ccccc2-c2ccccc2)nnc1-c1ccoc1C
 : i	i
O=C(O)c1cc(-c2ccccc2)n(-c2ccc(Cl)cc2Cl)n1
 : i	i
Cc1ccc([N+](=O)[O-])cc1NC(=S)NC(=O)c1cccnc1
 : i	i
O=C(Nc1c(S(=O)(=O)c2ccccc2)csc1Br)c1ccccc1Cl
 : i	i
CC(C)(C)OC(=O)NCCC(=O)N/N=C/c1cccc2cccnc12
 : i	i
CCN(c1ccc(NC(=O)COC(=O)CCc2nc3ccccc3n2-c2ccccc2)cc1)C(C)C
 : i	i
COc1ccc(N(C(=O)c2ccc(S(=O)(=O)N3CCCC3)cc2)C2C=CS(=O)(=O)C2)cc1 (stereo unspecified)
 : i	i
COc1ccc(C(=O)c2c(C)c3ccccc3n2CC(O)CNC(C)C)cc1 (stereo unspecified)
 : i	i
CCSC1=N/C(=C\c2cccc(F)c2)C(=O)S1
 : i	i
CCOC(=O)c1c(C)[nH]c(C(=O)COC(=O)C(C)N2C(=O)C3CCCCC3C2=O)c1C (stereo unspecified)
 : i	i
COc1ccccc1-c1cc(C(=O)NCc2ccc(F)cc2)no1
 : i	i
CCOc1ccc(/C(O)=C2/C(=O)C(=O)N(CCOCCO)C2c2ccc(F)cc2)cc1 (stereo unspecified)
 : i	i
Cc1c(C)n(Cc2ccccc2)c2ncnc(Cl)c12
 : i	i
Cc1ccc(OCC(=O)N2CCN(C(=O)c3ccc([N+](=O)[O-])cc3)CC2)cc1
 : i	i
NC(=O)c1ccsc1NC(=O)COC(=O)c1ccccc1NCc1ccco1
 : i	i
CC(=O)Nc1ccc(N2Cc3ccccc3C2)cc1
 : i	i
N#Cc1ccccc1Cn1cc(C#N)c2ccccc21
 : i	i
Clc1ccc(Nc2ncn[nH]2)c(Cl)c1
 : i	i
COc1ccccc1CCC(=O)Nc1ccc(S(=O)(=O)Nc2nccs2)cc1
 : i	i
Cc1cc(O)c(C(C)C)cc1N=Cc1ccccc1O
 : i	i
Cc1sc2nc(SCC(=O)N3CCCC3)[nH]c(=O)c2c1C
 : i	i
